Bioassay records (PubChem BioAssay)
LYPLA2 counter: blocks human lysophospholipase 2, a PME1 counter-screen. recombinant LYPLA2, FP-Rh probe fluorescence polarization. O95372. inhibition, % at 5.9 µM. 0.38% of 320,000 active;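 active = inhibition above the screen-wide mean plus 3 SD, limit set per campaign, cut at about 26% in these data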;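 also: 0% = LYPLA2 with DMSO and 100% = wells lacking LYPLA2 enzyme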
core dimer inh: HCV core protein dimerization inhibition; inhibition, % at 5 µM; TR-FRET GST/Flag-core106 dimerization, 1536-well; AID 1899; 0.33% of 300,000 active;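 active = inhibition above the mean of all tested compounds plus 3 SD, set per screening campaign, cut at about 45% in these data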
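Material: Tagged HCV core106 pair (GST and Flag) | Amount: GST-core106 13.5 nM, Flag-core106 17 nM | Medium: KF-containing HEPES buffer, pH 7.45, DTT, CHAPS, BSA | Reagent: Eu donor and XL665 acceptor anti-tag antibodies | Schedule: 4 h at 22.5 °C | Technique: Time-resolved FRET, ex 340 nm, em 617 and 671 nm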
PP1 counter: blocks human PP1-alpha phosphatase, a PP5 counter-screen | purified PP1alpha, OMFP fluorescence | inhibition, % at 6.7 µM | AID 2235 | 0.9% of 320,000 active;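 active = inhibition above the mean inhibition of all tested compounds plus 3 SD, computed separately for each screening campaign, cut at about 15% in these data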
PP5 primary: inhibitors of human protein phosphatase 5 (PP5); inhibition, % at 6.7 µM; AID 1987; 0.18% of 320,000 active; P53041; purified PP5c, OMFP substrate fluorescence;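 active = inhibition above the campaign's mean inhibition across all tested compounds plus 3 SD, cut at about 9.5% in these data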;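 also: 0% = DMSO only and 100% = 100 µM cantharidin control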
PREPL inhibitor: inhibitors of human prolyl oligopeptidase-like enzyme PREPL | inhibition, % at 5.96 µM | recombinant PREPL, fluorescence polarization activity-based probe | AID 2751 | 0.68% of 320,000 active | Q4J6C6; in the data active = inhibition above about 43%;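 also: 0% = enzyme with DMSO and 100% = wells lacking enzyme; many of its hits are not listed in these tables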
Target sequence (Q4J6C6 whole entry, looked up): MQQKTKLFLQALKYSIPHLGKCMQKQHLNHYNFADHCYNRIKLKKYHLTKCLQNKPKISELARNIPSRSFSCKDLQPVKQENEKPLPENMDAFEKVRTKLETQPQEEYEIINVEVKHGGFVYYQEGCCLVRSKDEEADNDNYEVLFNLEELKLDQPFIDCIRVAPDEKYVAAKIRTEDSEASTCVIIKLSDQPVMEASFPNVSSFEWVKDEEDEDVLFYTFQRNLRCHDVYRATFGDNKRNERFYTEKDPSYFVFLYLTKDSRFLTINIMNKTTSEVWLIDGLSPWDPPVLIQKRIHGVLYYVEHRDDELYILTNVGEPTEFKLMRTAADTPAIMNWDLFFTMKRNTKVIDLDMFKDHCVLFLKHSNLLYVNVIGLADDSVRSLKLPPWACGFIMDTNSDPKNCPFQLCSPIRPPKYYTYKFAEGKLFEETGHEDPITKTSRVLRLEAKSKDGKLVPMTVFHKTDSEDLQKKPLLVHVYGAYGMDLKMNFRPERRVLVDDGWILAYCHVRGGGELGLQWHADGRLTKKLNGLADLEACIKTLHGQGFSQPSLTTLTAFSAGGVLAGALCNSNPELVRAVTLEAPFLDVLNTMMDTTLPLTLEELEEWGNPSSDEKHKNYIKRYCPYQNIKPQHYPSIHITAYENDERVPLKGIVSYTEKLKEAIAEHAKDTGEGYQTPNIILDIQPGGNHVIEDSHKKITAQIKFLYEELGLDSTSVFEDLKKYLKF
GASC-1 inh: human JMJD2C demethylase inhibition. Q9H3R0. GST-JMJD2C(1-420) H3K9me3 demethylation, DELFIA europium. inhibition, % at 2.35 µM. 0.069% of 330,000 active. AID 2099;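 active = more than half of a compound's replicate wells show inhibition beyond 50%, single wells judged on their own value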;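 also: signal counts dimethyl H3K9 product captured on neutravidin plate; 0% = median of DMSO wells and 100% = 0.3 times that DMSO median; strong numbers were not always called active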
Target sequence (Q9H3R0 1-420 limits assumed): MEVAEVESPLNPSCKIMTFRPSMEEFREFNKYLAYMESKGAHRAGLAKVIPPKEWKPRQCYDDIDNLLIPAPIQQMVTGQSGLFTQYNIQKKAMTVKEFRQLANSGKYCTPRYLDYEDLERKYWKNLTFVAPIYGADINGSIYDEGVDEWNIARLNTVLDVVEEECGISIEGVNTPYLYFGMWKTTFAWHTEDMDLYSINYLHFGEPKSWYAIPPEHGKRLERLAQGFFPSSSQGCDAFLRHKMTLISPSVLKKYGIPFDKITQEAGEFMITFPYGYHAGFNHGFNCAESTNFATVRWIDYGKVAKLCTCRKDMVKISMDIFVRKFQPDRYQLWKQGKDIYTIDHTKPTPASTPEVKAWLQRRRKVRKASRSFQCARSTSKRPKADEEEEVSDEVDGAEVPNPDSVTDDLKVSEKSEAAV
TPT1 inh: inhibitors of Candida albicans tRNA 2'-phosphotransferase TPT1; recombinant caTPT1, FP RNA substrate dephosphorylation; inhibition, % at 5 µM; 0.81% of 300,000 active; AID 1962;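 active = inhibition above the mean of all tested compounds plus 3 SD, set per screening campaign, cut at about 24% in these data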;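 also: plate controls were DMSO alone for no effect and ferristatin control at 100 nM for full effect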
CTSL1 counter: blocks F. hepatica cathepsin L1 in PFM18AAP counter-screen; recombinant F. hepatica cathepsin L1, Z-Leu-Arg-MCA fluorescence; inhibition, % at 5.96 µM; 0.49% of 300,000 active; AID 1906;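 active = inhibition above the mean of all tested compounds plus 3 SD, set per screening campaign, cut at about 17% in these data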;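 also: 0% = plate median of test compound wells and 100% = 1 µM Z-Phe-Ala-diazomethylketone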
Efflux pump inh: blocks antifungal efflux pumps in multiplex yeast assay; S. cerevisiae Candida pump triplex, Nile Red efflux; inhibition, % at 10 µM; 0.44% of 330,000 active;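 active = plate passing quality check with inhibition over a set limit, or well fluorescence over plate mean plus 4 SD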;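 also: Nile Red retained in pooled yeast measured as flow cytometry median fluorescence; 0% = buffer negative control and 100% = Enniatin B positive control; higher means more Nile Red kept so more efflux inhibition; some compounds called inactive have numbers as strong as hits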
The depositor's hits bear a star; / = not tested or not shown; & = joins results of further samples. This is a subset, so the mix of outcomes need not match the whole.

(1) CC1(C)Cc2cccc(OCC(O)CNCc3ccccn3)c2O1 (configuration not stated)
(2) Cc1ccnc(SCCn2c(N3CCOCC3)nc3c2c(=O)[nH]c(=O)n3C)n1
(3) Cc1cc(Cl)ccc1OCC(O)CNCCc1ccc(S(N)(=O)=O)cc1 (configuration not stated)
(4) Cc1ccccc1Cn1c(C)nc2ccc([N+](=O)[O-])cc2c1=O
(5) Cc1cc(C)cc(NC(=O)C2(c3cccs3)CCOCC2)c1
(6) Cc1ccnc(NC(=O)COc2c(C)cc(C)cc2[N+](=O)[O-])c1
(7) O=C(COC(=O)c1cc(=O)[nH]c2ccccc12)NC1CCCCCCC1
(8) O=C(CN1CCCCC1)NN(Cc1ccccc1)c1ccccc1
(9) CCC(C)[C@H](NC(=O)N1CC(=O)Nc2ccccc21)C(=O)Nc1nccs1 (some centres not stated)
(10) O=C(O)c1ccc(N/N=C/c2cn(Cc3ccc(F)cc3)c3ccccc23)cc1

assay / compound | 1 | 2 | 3 | 4 | 5 | 6 | 7 | 8 | 9 | 10
LYPLA2 counter | 4 | -1 | 7 | 3 | 3 | 0 | 0 | 3 | 4 | 10
Efflux pump inh | 0.0 | -0.1 | 0.1 | -0.1 | 0.0 | 0.2 | -0.1 | -0.1 | 0.1 | -0.1
PP1 counter | -3 | 1 | -3 | 5 | -4 | -1 | 10 | -6 | 10 | 6
PP5 primary | 0.1 | 2.0 | 2.1 | -0.5 | 0.8 | 1.2 | -0.4 | 4.7 | -0.4 | 3.0
CTSL1 counter | -2 | -1 | 2 | 2 | 0 | -1 | -1 | -1 | 8 | 8
PREPL inhibitor | 7 | 9 | 13 | 25 | -2 | -1 | -14 | -7 | -16 | 29
core dimer inh | -1 | 0 | -3 | 2 | 5 | 8 | 2 | 3 | -53 | 6
GASC-1 inh | -3 | / | -9 | 51 | 2 | / | -33 | 5 | 5 | 1
TPT1 inh | -5 | -4 | 0 | -3 | 1 | -1 | 0 | -7 | -2 | -3

(11) COc1ccc(S(=O)(=O)N2CCN(C(=O)c3c(C)nn(-c4ccccc4)c3Cl)CC2)cc1
(12) CCCSC1=C(C#N)C(c2ccccc2C)C(C(=O)OC)C(=O)N1 (configuration not stated)
(13) CC12CCC(C(=O)NCc3ccccc3)(OC1=O)C2(C)C (configuration not stated)
(14) COc1ccccc1NS(=O)(=O)NC(=O)c1cn(C)c2ccccc12
(15) NC(=O)C1CCN(C(=O)CCc2nc3sc4c(c3c(=O)[nH]2)CCCC4)CC1
(16) CCCCn1c(NS(=O)(=O)c2ccc(C)cc2)c(S(=O)(=O)c2ccccc2)c2nc3ccccc3nc21
(17) CCOC(=O)C1CCCN(C2=NC(=O)/C(=C/c3ccc(O)c(OC)c3)S2)C1 (configuration not stated)
(18) COc1cc2c(cc1NC(=O)C(C)N1CCN(S(=O)(=O)c3ccccc3[N+](=O)[O-])CC1)oc1ccccc12 (configuration not stated)
(19) Cc1cccn2cc(COc3cccc([N+](=O)[O-])c3)nc12
(20) CN(C)S(=O)(=O)c1ccc2oc(SCC(=O)NCC(F)(F)F)nc2c1

assay / compound | 11 | 12 | 13 | 14 | 15 | 16 | 17 | 18 | 19 | 20
LYPLA2 counter | 0 | 0 | -2 | 5 | 4 | -6 | 5 | -8 | 9 | 6
Efflux pump inh | -0.1 | 0.0 | -0.1 | 0.0 | -0.1 | 0.9 | -0.1 | 0.1 | 0.6 | 0.0
PP1 counter | 0 | -5 | 2 | 3 | -4 | 0 | 1 | -6 | 0 | 1
PP5 primary | -0.1 | 0.3 | -0.2 | 3.5 | 0.6 | 7.7 | 0.3 | 1.7 | 0.2 | -2.1
CTSL1 counter | 0 | 1 | 0 | 2 | 5 | -3 | -3 | -2 | 7 | 6
PREPL inhibitor | 8 | 2 | 1 | 8 | 14 | 12 | 20 | -10 | 17 | 24
core dimer inh | 1 | -6 | -8 | -15 | 15 | 10 | -4 | 12 | 4 | -11
GASC-1 inh | -41&-47 | 0 | -3 | -1 | 2 | -5 | 5 | 1 | 7 | -29
TPT1 inh | 0 | -3 | 0 | -3 | 13 | 2 | 20 | 0 | 5 | -4

(21) COc1ccc(C(=O)Nn2c(SCC(=O)NCc3ccccc3)nc3ccccc3c2=O)cc1
(22) COc1ccccc1NC(=O)COC(=O)c1cc([N+](=O)[O-])ccc1N1CCCC1
(23) COc1ccc(C(=O)Nc2ccc3ncccc3c2)cc1
(24) COc1ccc(/C=N/NC(=O)c2cccnc2)cc1Cn1nc([N+](=O)[O-])c(Br)c1C
(25) Cc1ccc(N=Nc2c(N)[nH]n3c(=O)cc(-c4ccccc4)nc23)cc1
(26) CCC1Oc2ccccc2N(CC(=O)NCCC2=CCCCC2)C1=O (configuration not stated)
(27) O=C(OCCOc1cccc(Cl)c1)C1CCN(S(=O)(=O)c2ccccc2)CC1
(28) C#CCN1C(=O)S/C(=C/C=C/c2ccc(N(C)C)cc2)C1=O
(29) CC(C)COc1cccc(C(=O)NC2(C)CCS(=O)(=O)C2)c1 (configuration not stated)
(30) CC(/C=C/c1ccco1)=N\NC(=O)c1cccc(Cl)c1

assay / compound | 21 | 22 | 23 | 24 | 25 | 26 | 27 | 28 | 29 | 30
LYPLA2 counter | 3 | -3 | 8 | -6 | -4 | -4 | 13 | -77 | -2 | -1
Efflux pump inh | -0.2 | 0.9* | 0.0 | -0.1 | 0.4 | -0.1 | 0.1 | 1.1 | 0.7 | 0.1
PP1 counter | 1 | -2 | 3 | -3 | 5 | 5 | 1 | -2 | -2 | 2
PP5 primary | 0.7 | 5.2 | -0.8 | 1.4 | 1.8 | -1.3 | 0.5 | 5.1 | -1.2 | 1.5
CTSL1 counter | -1 | / | -2 | 6 | -5 | 10 | 0 | 4 | 1 | 4
PREPL inhibitor | -3 | 14 | 11 | -39 | 29 | 14 | 8 | -38 | 2 | 10
core dimer inh | 0 | / | -2 | 13 | 4 | 6 | -6 | -5 | -1 | -3
GASC-1 inh | 21 | 1 | 3 | 1 | 12 | -5 | 2 | 16 | 3 | 11
TPT1 inh | 1 | / | -2 | 0 | -3 | -5 | -3 | 87* | -1 | 6

(31) Cc1ccnc(SCc2cn3c(C)cccc3n2)n1
(32) Cc1ccc(C(CC(=O)N2CCCC2)c2ccccc2)c(O)c1C (configuration not stated)
(33) COc1ccc(CNC(=O)COc2cc(O)c3c(c2)OC(C)(C)CC3=O)c(OC)c1
(34) FCCCOc1ccc(/C=N/OCc2ccc(Cl)cc2)cc1
(35) Fc1ccc(/C=N/N2CCN(Cc3ccccc3)CC2)cc1
(36) Cc1c(Cl)cccc1N/C(=N/S(=O)(=O)c1cccs1)c1ccccc1
(37) O=C(Nc1cc(Br)ccc1O)c1cnn2c(C(F)F)cc(C3CC3)nc12
(38) CC1CCCCC1NC(=O)CCNC(=O)N1CC(=O)Nc2ccccc21 (configuration not stated)
(39) COc1ccc(C(=O)C2CCCN(C/C=C/c3ccccc3OC)C2)c(OC)c1 (configuration not stated)
(40) CCN(Cc1ccccc1)S(=O)(=O)c1cc(C(=O)c2c(N)n(C)c(=O)n(C)c2=O)ccc1OC

assay / compound | 31 | 32 | 33 | 34 | 35 | 36 | 37 | 38 | 39 | 40
LYPLA2 counter | -4 | -4 | 2 | 3 | 6 | 1 | -9 | 4 | 0 | 1
Efflux pump inh | 1.1* | 0.0 | -0.1 | -0.1 | 0.0 | 0.0 | 0.4 | -0.2 | 0.1 | 0.0
PP1 counter | -4 | 1 | -1 | 0 | -4 | -1 | 2 | -1 | -1 | 10
PP5 primary | 1.1 | 0.7 | 2.2 | 1.4 | -2.4 | -1.6 | 0.7 | -0.4 | 1.0 | 1.1
CTSL1 counter | -2 | 2 | 3 | -3 | 1 | -5 | 2 | -1 | 3 | -5
PREPL inhibitor | -5 | 11 | 6 | -5 | 1 | -13 | 9 | 0 | -17 | -12
core dimer inh | -1 | -2 | 11 | 0 | 13 | 1 | 6 | 2 | 1 | 9
GASC-1 inh | -27 | 2 | / | -16 | -7 | 1 | 20 | -8 | -4 | -6
TPT1 inh | -7 | -1 | -1 | 3 | 2 | 2 | -1 | 1 | -3 | 1

(41) Cc1cccc2cc3c(NC(=O)C(C)C)nn(C)c3nc12
(42) COc1ccc(CNC(=O)CCC(=O)Nc2cccnc2)cc1
(43) Cn1c(=O)oc2cc(S(=O)(=O)NCc3ccc(Cl)cc3)ccc21
(44) Cc1ccc(-c2nnc(NC(=O)c3c(F)cccc3Cl)s2)cc1
(45) CC1CCCC(C)N1C(=O)CSc1nnnn1Cc1ccccc1 (configuration not stated)
(46) CCOC(=O)Cc1cc(=O)[nH]c(/N=C(/NC(=O)c2ccccc2)Nc2ccccc2C(F)(F)F)n1
(47) CC(C)(C)Nc1c(-c2cccs2)nc2ccccn12
(48) O=C(NCCC1CCCCN1S(=O)(=O)c1ccccc1)C(=O)NCc1ccccc1F (configuration not stated)
(49) Cc1cccc(NC(=O)c2cn(-c3ccccc3)nc2-c2ccccc2)c1
(50) CN1C(=O)N(c2nnc(C(C)(C)C)s2)C(=O)C1c1ccccc1 (configuration not stated)

assay / compound | 41 | 42 | 43 | 44 | 45 | 46 | 47 | 48 | 49 | 50
LYPLA2 counter | 6 | -4 | 4 | 0 | -1 | -4 | -1 | -2 | -54 | 6
Efflux pump inh | 0.0 | 0.0 | 0.4 | 0.3 | 0.0 | 0.0 | 0.1 | 0.1 | 0.2 | -0.1
PP1 counter | -3 | -6 | -1 | -2 | -1 | 2 | -6 | -1 | 2 | -6
PP5 primary | 1.9 | -1.5 | -2.4 | 0.9 | -0.8 | 2.0 | 4.0 | 0.3 | -1.0 | -2.8
CTSL1 counter | -5 | -14 | 7 | 1 | 0 | 0 | -4 | -1 | -2 | -2
PREPL inhibitor | 8 | 7 | 16 | 13 | 15 | 4 | 3 | -34 | -3 | 7
core dimer inh | -14 | 4 | -5 | -1 | -3 | -3 | 4 | -1 | 1 | 3
GASC-1 inh | -4 | -3 | 7 | 11 | -5 | -1 | 33 | -3 | -12 | -14
TPT1 inh | -5 | -1 | -1 | 0 | 1 | -1 | -2 | 0 | 3 | -1

(51) Cc1c(C(=O)NC2CCCCC2)oc2c1C(=O)CC(C)(C)C2
(52) Cc1ccc(C(c2sc3nc(C)nn3c2O)N2CCN(c3ccc(F)cc3)CC2)cc1 (configuration not stated)
(53) O=C(NCCC1=CCCCC1)c1ccc(Cl)cc1
(54) O=C(Nc1cc(Br)ccc1O)c1cc(-c2cccs2)on1

assay / compound | 51 | 52 | 53 | 54
LYPLA2 counter | -2 | 37* | 7 | -22
Efflux pump inh | 0.0 | -0.1 | -0.1 | 0.6
PP1 counter | -1 | -1 | 2 | 8
PP5 primary | 0.1 | 0.7 | 3.9 | 3.1
CTSL1 counter | 6 | 0 | -3 | -1
PREPL inhibitor | 3 | 4 | 4 | 5
core dimer inh | -3 | 3 | -13 | 8
GASC-1 inh | 5 | 1 | -7 | 5
TPT1 inh | 0 | -2 | 2 | 5

Structural class: those above containing a CF3 group (two)
(20) CN(C)S(=O)(=O)c1ccc2oc(SCC(=O)NCC(F)(F)F)nc2c1
(46) CCOC(=O)Cc1cc(=O)[nH]c(/N=C(/NC(=O)c2ccccc2)Nc2ccccc2C(F)(F)F)n1

assay / compound | 20 | 46
LYPLA2 counter | 6 | -4
Efflux pump inh | 0.0 | 0.0
PP1 counter | 1 | 2
PP5 primary | -2.1 | 2.0
CTSL1 counter | 6 | 0
PREPL inhibitor | 24 | 4
core dimer inh | -11 | -3
GASC-1 inh | -29 | -1
TPT1 inh | -4 | -1
